Assay outcomes as filed in PubChem BioAssay.
West Nile antiviral: West Nile virus antiviral activity, cell-based, CPE readout (AID 1621); West Nile virus-infected cells, CPE inhibition; higher % means a stronger effect; CPE inhibition, % at 10 µM; hits with a dose series show IC50 in µM; 290,000 tested, 0.02% active; in the data active = a potency from the dose series; note: strong numbers were not always called active
NS5 inhibitors: flavivirus cap methylation enzyme inhibition – biochemical, confirmation dose response, primary screen (AID 588689) | Dengue-2 NS5 methyltransferase capping enzyme assay, biochemical; higher % means a stronger effect | inhibition, % at 25 µM; hits with a dose series show IC50 in µM | 340,000 tested, 0.3% active; in the data active = a potency from the dose series
NS5 inhibitors pilot replicate: also measured in NS5 inhibitors; calls as there; inhibition, %; measured here: pilot screen replicate inhibition
* hit, by the source's call; / = no result given.

SMILES | West Nile antiviral | NS5 inhibitors | others
COc1ccc2[nH]cc(C3=CCNCC3)c2c1 | 0.6% | /
COC(=O)C1=C(c2ccc(C(C)=O)cc2)C[C@@H]2CC[C@H]1N2C(=O)NCCCOC(C)C | / | -7%
CC1CCOC(=O)C=CC=CC(=O)OC2CC3OC4C5OC5(C)C(O)CC4(COC(=O)C1O)C2(C)C31CO1 (configuration not stated) | / | -8%
CC1([N+](=O)[O-])COP(=O)(Nc2ccc(F)cc2)OC1 (configuration not stated) | / | 10%
S=P(NCCSCc1ccccc1)(N1CC1)N1CC1 | / | 2%
COC(=O)C1=C(c2cccc(OCc3ccccc3)c2)C[C@@H]2CC[C@H]1N2C(=O)NCc1ccccc1OC | / | -4%
C[C@@H]1CN([C@@H](C)CO)C(=O)CCCn2nncc2CO[C@H]1CN(C)C(=O)Oc1ccc2ccccc2c1 | / | -7%
O=C1NC(=O)C2(CCN(c3ccccc3)CC2)C(=O)N1 | / | -2%
C[C@]12CCC(=O)C=C1CCC1C2CC[C@@]2(C)C1CC[C@]2(C)O (some centres not stated) | / | 7%
C[C@]12CCC3C(CC[C@H]4C[C@H](O)CC[C@]34C)C1C[C@H](O)[C@@H]2O (some centres not stated) | / | 11%
C=CCN1C[C@@H](C)N(C(c2ccc(C(=O)N(CC)CC)cc2)c2cccc(OC)c2)C[C@@H]1C (some centres not stated) | / | -1%
C[C@]12CCC3C(CC[C@H]4[C@@H](O)[C@H](O)CC[C@]34C)C1CCC2=O (some centres not stated) | / | 11%
CN1CN(c2ccccc2)C2(CCN(CCCSc3ccccc3NC(=O)/C=C/c3ccccc3)CC2)C1=O | / | 5%
COC(=O)C1=C(c2cccc(OCc3ccccc3)c2)C[C@@H]2CC[C@H]1N2C(=O)NCc1ccc(Cl)cc1 | / | -3%
CCC(=O)O[C@H]1CC[C@H]2[C@@H]3CCC4=CC(=O)CC[C@]4(C)[C@H]3CC[C@]12C | / | -2%
COC(=O)C1=C(c2ccc(OCc3ccccc3)c(F)c2)C[C@@H]2CC[C@H]1N2C | / | 5%
C[N+]1(C)C2CCC1CC(OC(=O)c1c[nH]c3ccccc13)C2 (configuration not stated) | / | 1%
COC(=O)C1=C(c2ccccc2OCc2ccccc2)C[C@@H]2CC[C@H]1N2C(=O)NCc1ccccc1 | / | -6%
CC(C)(C)c1cc(NC(=O)COC(=O)c2ccccc2O)n(-c2ccccc2)n1 | / | -6%
O=P(O)(Oc1ccccc1)c1ccccc1 | / | -9%
Cc1ccc2c(c1)NP(=S)(Oc1ccccc1)N2 (configuration not stated) | / | -2%
COC(=O)C1=C(c2ccccc2OCc2ccccc2)C[C@@H]2CC[C@H]1N2C(=O)NCCN1CCOCC1 | / | -3%
C[N+](C)(C)CC1CCCC(C[N+](C)(C)C)C1=O (configuration not stated) | / | -18%
CCCNC(=O)N1[C@H]2CC[C@@H]1C(C(=O)OC)=C(c1ccc(F)cc1F)C2 | / | 0%
N#CC1c2ccccc2-n2nncc2CN1S(=O)(=O)c1cc(Cl)cc(Cl)c1 (configuration not stated) | / | 1% | NS5 inhibitors pilot replicate=-1.2
CCCCOC(=O)c1ccccc1C(=O)OCc1ccccc1 | / | 0%
Oc1cc(O)cc(/C=C/c2ccc(O)cc2O)c1 | / | -5%
Nc1cc(Cl)cc(C(=O)O)c1Cl | / | -1%
Cc1ccc(-n2c(=S)[nH]c3ccccc3c2=O)cc1F | / | 2%
CC12CCC3C(CC=C4CC(O)CCC43C)C1CC(=CN1CCOCC1)C2=O (configuration not stated) | / | -2%

Overlap with the part before: 2 compounds, then new ones.
SMILES | West Nile antiviral | NS5 inhibitors | others
Cc1ccc(-n2c(=S)[nH]c3ccccc3c2=O)cc1F | / | 2%
CC12CCC3C(CC=C4CC(O)CCC43C)C1CC(=CN1CCOCC1)C2=O (configuration not stated) | / | -2%
CCCNC(=O)N1[C@H]2CC[C@@H]1C(C(=O)OC)=C(c1ccc(OC(F)(F)F)cc1)C2 | / | -1%
COc1ccccc1NC(=O)COC(=O)c1cn(C)c2ccccc12 | / | -4%
CC12CC(=O)C3C(CCC4CC=CCC43C)C1CCC2=O (configuration not stated) | / | -10%
CC(=O)c1cccc(OCC(=O)N2CCN(CC(=O)Nc3cccc(F)c3)CC2)c1 | / | 1%
CCOP(=O)(NC(C)C)Oc1ccc(SC)c(C)c1 (configuration not stated) | / | -4%
O=C1NC(=O)C(Cc2ccccc2)(Cc2ccccc2)C(=O)N1 | / | 5%
CO[C@H]1CC=C2CCN3CCC4=C(CC(=O)OC4)[C@]23C1 | / | 5%
COCCN(C(=O)COC(=O)Cc1ccccc1)c1c(N)n(Cc2ccccc2)c(=O)[nH]c1=O | / | -4%
C[C@]12CCC3C(CC[C@H]4C[C@H](O)CC[C@]34C)C1C[C@H](O)[C@H]2O (some centres not stated) | / | -2%
CCOC(=O)[C@]12Cc3cc(Cl)ccc3[C@H]1N(Cc1ccccc1)C(=O)c1ccccc12 | / | -1%
CSc1nc(Cl)c(Br)c(N2CC2)n1 | / | -2%
COC(=O)C1=C(c2ccc(OCc3ccccc3)cc2)C[C@@H]2CC[C@H]1N2C(=O)NCCCc1ccccc1 | / | -8%
CC1CC2CC(=O)CCC2(C)C2CCC3(C)C(O)CCC3C12 (configuration not stated) | / | -1%
NC(N)=Nc1ccc2[nH]c3c(c2c1)C[C@@]1(O)[C@H]2Cc4ccc(O)c5c4[C@@]1(CCN2CC1CC1)[C@H]3O5 | / | 2%
COCCCNP1(=O)OCC(C)([N+](=O)[O-])CO1 (configuration not stated) | / | -12%

The list goes on, starting with the last 4 of the part before.
SMILES | West Nile antiviral | NS5 inhibitors | others
COC(=O)C1=C(c2ccc(OCc3ccccc3)cc2)C[C@@H]2CC[C@H]1N2C(=O)NCCCc1ccccc1 | / | -8%
CC1CC2CC(=O)CCC2(C)C2CCC3(C)C(O)CCC3C12 (configuration not stated) | / | -1%
NC(N)=Nc1ccc2[nH]c3c(c2c1)C[C@@]1(O)[C@H]2Cc4ccc(O)c5c4[C@@]1(CCN2CC1CC1)[C@H]3O5 | / | 2%
COCCCNP1(=O)OCC(C)([N+](=O)[O-])CO1 (configuration not stated) | / | -12%
COc1ccc2[nH]c3c(c2c1)CCN=C3C | / | -3%
CC1(CCO)C(=O)NC(=S)NC1=O | / | 0%
COC(=O)C1=C(c2ccc(C(C)=O)cc2)C[C@@H]2CC[C@H]1N2C(=O)N1CCC(C)CC1 | / | -5%
COC(=O)C1=C(c2ccc(F)cc2OCc2ccccc2)C[C@@H]2CC[C@H]1N2C(=O)NC(C)C | / | -6%
COC1=C(C)C(=O)C2=C(C1=O)C(CO)N1C(C#N)C3CC4C(C1C2N1CCOC41)N3C (configuration not stated) | / | 0%
CC1C(=O)OC2CCN3CC4OC4(COC(=O)C(C)(O)C1(C)O)C23 (configuration not stated) | / | -6%
COC(=O)C1=C(c2ccc(Cl)c(C(F)(F)F)c2)C[C@@H]2CC[C@H]1N2C(=O)NCc1cc(C)oc1C(F)(F)F | / | -4%
CS(=O)(=O)c1ccc(C2=C(CNC(=O)c3cccs3)[C@H]3CC[C@@H](C2)N3CCOc2ccccc2)cc1 | / | 1%
COC1=CC2[C@@H]3Cc4ccc(OC)c(O)c4[C@]2(CCN3C)CC1=O (some centres not stated) | / | -15% | NS5 inhibitors pilot replicate=-3.0
COC(=O)C1=C(c2ccc(OC(F)(F)F)cc2)C[C@@H]2CC[C@H]1N2C(=O)NCCOc1ccc(OC)cc1 | / | -3%
NN=C(N)N | / | -2%
CN(C)c1ccccc1 | / | 4%
O=S(=O)(c1ccc(Cl)cc1)N1Cc2ccccc2-n2nncc2C1 | / | -2%
COC(=O)C1=C(c2ccc(F)cc2OCc2ccccc2)C[C@@H]2CC[C@H]1N2C(=O)NCc1ccco1 | / | -3%
CC12CCC3C(CCC4(O)CC(O)CCC34C=O)C1(O)CCC2C1=CC(=O)OC1 (configuration not stated) | / | -6%

By substructure: those above with an aryl thioether with sulfur outside any ring (3)
SMILES | West Nile antiviral | NS5 inhibitors | others
CN1CN(c2ccccc2)C2(CCN(CCCSc3ccccc3NC(=O)/C=C/c3ccccc3)CC2)C1=O | / | 5%
CCOP(=O)(NC(C)C)Oc1ccc(SC)c(C)c1 (configuration not stated) | / | -4%
CSc1nc(Cl)c(Br)c(N2CC2)n1 | / | -2%

(list continues)
SMILES | West Nile antiviral | NS5 inhibitors | others
COC(=O)C1=C(c2ccc(F)cc2OCc2ccccc2)C[C@@H]2CC[C@H]1N2C(=O)NCc1ccccc1 | / | -3%
O=C(Nc1ccc(Cl)cc1)N1CC1 | / | 0%
CCC1(CC(C)C)C(=O)NC(=S)NC1=O | / | 2%
COC(=O)Nc1nc2ccccc2[nH]1 | / | 2%
NC(N)=Nc1ccc2[nH]c3c(c2c1)C[C@@]1(O)[C@H]2Cc4ccc(O)c5c4[C@@]1(CCN2CC1CC1)C3O5 (some centres not stated) | / | 3%
Cc1nc2ccc(Br)cc2c(=O)n1-c1ccc([N+](=O)[O-])c(C(F)(F)F)c1 | / | -2%
COC(=O)C1=C(c2ccc(F)cc2OCc2ccccc2)C[C@@H]2CC[C@H]1N2C(=O)NCc1ccc(OC)cc1 | / | -3%
COc1ccc(/C=C/C=C2C(=O)NC(=S)NC2=O)cc1 | / | -25%
N#C[C@H](O[C@@H]1O[C@H](CO[C@@H]2O[C@H](CO)[C@@H](O)[C@H](O)[C@H]2O)[C@@H](O)[C@H](O)[C@H]1O)c1ccccc1 | / | -4%
COC(=O)C1=C(c2ccc(OC)c(OC)c2)C[C@@H]2CC[C@H]1N2C(=O)NCc1cc(C)oc1C(F)(F)F | / | -7%
C=C[C@H]1CN2CC[C@H]1C[C@H]2[C@H](O)c1ccnc2ccccc12 | / | -1%
CCC1CN1P(=O)(N1CCCC1)N1CC1CC (configuration not stated) | / | 1%
O=C(c1ccco1)N1Cc2ccccc2-n2nncc2C1 | / | -4%
O=C(O)c1nn(Cc2ccc(Cl)cc2)c2ccccc12 | / | 5%
COC(=O)C1=C(c2ccc(-c3ccccc3)c(F)c2)C[C@@H]2CC[C@H]1N2C(=O)N1CCc2cc(OC)c(OC)cc2C1 | / | -13%
CCC1(Oc2ccccc2)C(=O)NC(=O)NC1=O | / | -5%
Cc1ccc2n1Cc1cnnn1-c1ccccc1-2 | / | -4%
CCC(=O)c1ccc(OCC(=O)N2CCN(CC(=O)Nc3ccc(C)cc3)CC2)cc1 | / | 1%
O=C1NC(=O)N(Cc2ccccc2)C(=O)C1Cc1ccccc1 (configuration not stated) | / | 10%
Clc1ccc(C(OCCN2CCCCC2)c2ccccc2)cc1 (configuration not stated) | / | -1%
COc1ccc(C(=O)Nc2cccc(S(=O)(=O)NCc3ccco3)c2)cc1 | / | 3%
CCOC(=O)c1cccc(C2=C(CNC(=O)c3cccnc3)[C@H]3CC[C@@H](C2)N3Cc2ccccc2)c1 | / | -1%
COC(=O)C1=C(c2c(C)noc2C)C[C@@H]2CC[C@H]1N2C(=O)N1CCCC1 | / | 1%
Cn1c(=O)c2c(nc(-c3ccc(N(CCCl)CCCl)cc3)n2C)n(C)c1=O | / | -5%
COc1cc2c3cc1Oc1c(OC)c(OC)cc4c1[C@H](Cc1ccc(cc1)Oc1cc(ccc1O)C[C@H]3N(C)CC2)N(C)CC4 | / | -6%
CC1NC(=O)NC(=O)C1Br (configuration not stated) | / | -4%
CC(=O)C1CCC2C3CCC4CC(O)CCC4(C)C3C(=O)CC12C (configuration not stated) | / | -5%
N#CC(C#N)=Cc1ccc(O)c(O)c1 | / | 1%
CC1([N+](=O)[O-])COP(=O)(Nc2ccc(Cl)cc2)OC1 (configuration not stated) | / | 1%
CC(=CCOc1ccc2ccc(=O)oc2c1)C1=CC(=O)C(C)(C)O1 | / | -37%
COC(=O)C1=C(c2ccc3ccccc3c2)C[C@@H]2CC[C@H]1N2C(=O)N1CCCC1 | / | 2%
Cc1noc(C)c1COc1ccc(C(=O)NCC2(N(C)C)CCCCC2)cc1 | / | -3%
CCOP(=O)(CCP(=O)(OCC)OCC)OCC.C[CH2][Sn]([Cl])([Cl])[CH2]C | / | -36%
CC1C=CCCC12C(=O)NC(=O)NC2=O (configuration not stated) | / | 0%
COP(=S)(OC)Oc1ccc(Sc2ccc(OP(=S)(OC)OC)cc2)cc1 | / | -1%
Cc1ccc(S(=O)(=O)Oc2ccccc2C=C2C(=O)NC(=O)NC2=O)cc1 | / | 37µM*
C1=CC(Cc2cncs2)c2ccccc21 (configuration not stated) | / | -4%
CC(=O)NCC1=C(c2cccc3ccccc23)C[C@@H]2CC[C@H]1N2Cc1ccco1 | / | 2%
C=CCCC1(C2=CCCCC2)C(=O)NC(=O)NC1=O | / | 12%
CC12CC1(C)C(=O)N(c1cc(Cl)cc(Cl)c1)C2=O (configuration not stated) | / | 11%
CC(N)Cc1c[nH]c2ccc(O)cc12 (configuration not stated) | / | -4%
O=c1ccc2cc(OC3O[C@H](CO)[C@@H](O)[C@H](O)[C@H]3O)c(O)cc2o1 (some centres not stated) | / | -15%
CCOC(=O)[C@]12Cc3cc(OC)ccc3[C@H]1N(Cc1ccccc1)C(=O)c1ccccc12 | / | 0%
Cn1cc(C(=O)OCC(=O)N2CCCCC2)c2ccccc21 | / | 7%
C[C@]12C[C@@H](O)[C@H](O)CC1=CCC1C2CC[C@@]2(C)C1CC[C@@H]2O (some centres not stated) | / | -3%
CC(=O)C1CCC2C3CCC4CC(O)CCC4(C)C3CCC12C (configuration not stated) | / | 1%
COC(=O)C1=C(c2ccc(F)cc2OCc2ccccc2)C[C@@H]2CC[C@H]1N2C(=O)N1CCC(O)CC1 | / | -7%
OC(CNCc1ccccc1)c1ccc(Cl)cc1 (configuration not stated) | / | -2%
Nc1ncnc2c1ncn2[C@@H]1O[C@H](COP(=O)(O)CP(=O)(O)O)[C@@H](O)[C@H]1O | / | -3%
COc1cc2c(cc1OC)C13CCN4CC5CCOC6CC(=O)N2C1C6C5CC43 (configuration not stated) | / | 3%

This is a subset; count on the stated rates, not on these rows.
